From PubChem BioAssay
TLR9-MyD88 inh: inhibitors of TLR9-MyD88 association in cells, primary screen, cell-based, CHO, BLA complementation, fluorescence | Toll-like receptor 9 (Homo sapiens) + Myeloid differentiation primary response protein … | CCF4 FRET ratio | inhibition, % at 4.98 µM | 340,000 tested, 0.21% active | AID 504734, 2011;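 active = inhibition above the mean over all tested compounds plus 3 SD, cut at about 21% in these data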;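 note: 0% = DMSO only wells and 100% = clavulanate BLA inhibitor control wells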
Target sequence (Q99836 whole entry, looked up): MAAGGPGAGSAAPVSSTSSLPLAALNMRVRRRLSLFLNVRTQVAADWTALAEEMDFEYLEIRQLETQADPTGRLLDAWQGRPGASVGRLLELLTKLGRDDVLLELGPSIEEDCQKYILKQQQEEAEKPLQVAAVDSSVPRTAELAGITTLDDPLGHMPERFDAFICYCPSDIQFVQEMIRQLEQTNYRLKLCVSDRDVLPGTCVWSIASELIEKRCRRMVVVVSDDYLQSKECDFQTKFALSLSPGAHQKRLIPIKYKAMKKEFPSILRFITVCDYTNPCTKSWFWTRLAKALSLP
Target sequence (Q9NR96 whole entry, looked up): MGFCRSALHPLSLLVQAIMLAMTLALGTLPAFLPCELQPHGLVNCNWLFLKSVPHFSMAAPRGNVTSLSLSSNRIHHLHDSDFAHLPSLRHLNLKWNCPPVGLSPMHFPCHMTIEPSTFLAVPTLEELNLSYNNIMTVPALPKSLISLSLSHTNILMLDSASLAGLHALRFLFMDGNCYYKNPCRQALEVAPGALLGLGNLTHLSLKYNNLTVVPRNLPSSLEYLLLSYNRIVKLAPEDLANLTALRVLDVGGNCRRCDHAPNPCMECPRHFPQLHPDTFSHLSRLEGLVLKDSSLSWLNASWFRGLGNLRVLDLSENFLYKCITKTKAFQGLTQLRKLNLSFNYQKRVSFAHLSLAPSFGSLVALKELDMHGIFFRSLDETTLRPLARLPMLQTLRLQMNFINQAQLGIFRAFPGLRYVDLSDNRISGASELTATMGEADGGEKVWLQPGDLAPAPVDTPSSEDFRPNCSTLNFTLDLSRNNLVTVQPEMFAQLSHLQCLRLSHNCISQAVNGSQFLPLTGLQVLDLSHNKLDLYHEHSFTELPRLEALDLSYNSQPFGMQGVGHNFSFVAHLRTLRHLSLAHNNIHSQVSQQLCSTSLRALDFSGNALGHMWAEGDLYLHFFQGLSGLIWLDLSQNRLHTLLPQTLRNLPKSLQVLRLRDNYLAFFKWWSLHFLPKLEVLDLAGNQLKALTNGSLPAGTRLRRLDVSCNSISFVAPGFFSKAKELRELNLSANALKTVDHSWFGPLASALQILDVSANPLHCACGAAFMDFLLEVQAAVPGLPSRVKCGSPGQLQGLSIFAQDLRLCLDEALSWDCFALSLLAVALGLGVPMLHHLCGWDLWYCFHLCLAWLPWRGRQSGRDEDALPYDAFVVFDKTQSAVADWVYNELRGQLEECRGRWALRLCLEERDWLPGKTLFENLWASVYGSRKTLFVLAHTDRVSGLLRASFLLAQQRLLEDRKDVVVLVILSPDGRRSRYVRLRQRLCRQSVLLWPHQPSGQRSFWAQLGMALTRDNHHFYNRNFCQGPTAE
NOD2 RIPK2 PPI: NOD2-RIPK2 binding disruptors in cells, primary screen, fluorescence, CHO cells, BLA complementation | Receptor-interacting serine/threonine-protein kinase 2 (Homo sapiens), O43353 | CCF4 ratio | inhibition, % at 4.98 µM | 360,000 tested, 0.38% active | AID 624267, 2012; in the data active = inhibition above about 21%;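 note: 0% = vehicle only and 100% = reference blocker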
Vif inh: HIV Vif self-association inhibitors, primary screen, imaging, HEK293T, single point; HEK293T cells, Vif self-association by quenched fluorescence, 24 h; inhibition, % at 7.49 µM; 340,000 tested, 0.35% active; in the data active = inhibition above about 50%, passing the limit was not always enough; inconclusive = no clear call, values can overlap the other calls; inactive = below about 31%; note: some results filed as inactive read as strong as hits
N-glyco inh: increase of ERlucT glycosylation luciferase signal, primary screen, N-linked glycosylation inhibitor project, D54 ERlucT cells, luminescence, set 2 | D54 ERlucT glycosylation luciferase reporter, 24 h; percent of 100 nM tunicamycin response | reporter increase, % at 12.5 µM | 360,000 tested, 0.23% active;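 active = mean luciferase reporter signal, scaled so untreated is 0 and the glycosylation-blocking control 100, at or above a set limit in every replicate; inconclusive = mean reaches the limit but not every replicate does; inactive = mean below the limit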;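 note: luciferase carries N-glycosylation sites so blocking glycosylation raises the light; 0% = median of neutral control wells and 100% = median of 100 nM tunicamycin wells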
ABCB6 inh 2: ABCB6 transporter inhibitors, primary screen, K562-ABCB6 cells, flow cytometry, MLPCN library; ATP-binding cassette sub-family B member 6 (Homo sapiens), Q9NP58; K562-ABCB6 porphyrin accumulation, 1 h; hits give low values; fluorescence ratio to DMSO, % at 10 µM; 360,000 tested, 0.19% active;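 active = fluorescence ratio to DMSO below 75%, the collection mean minus 3 SD; inconclusive = too few cells collected in the well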;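 note: signal is porphyrin accumulated inside mitochondria; 100% equals median channel fluorescence of DMSO control wells; lower ratio means ABCB6 inhibition with less porphyrin fluorescence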
ABHD5-PLIN5 inh: ABHD5-PLIN5 interaction inhibitors, primary screen, cell lysate, split luciferase complementation, luminescence; Perilipin-5 (Homo sapiens) + 1-acylglycerol-3-phosphate O-acyltransferase ABHD5 (Homo …; inhibition, % at 4 µM; Split G. princeps luciferase complementation, 4 h; AID 602281, 2012; 360,000 tested, 0.78% active;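 active = inhibition above the mean inhibition across every tested compound plus 3 SD, cut at about 22% in these data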;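 note: 0% = DMSO only wells and the 100% control is not disclosed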
aDG glyco act: activators of alpha-DG glycosylation, primary screen, uHTS, Pro5-aDG cells, AlphaScreen. alpha-DG glycosylation AlphaScreen (IIH6); 0% Pro5, 100% B10-LARGE cell signal. activation, % at 10 µM. 360,000 tested, 0.22% active. AID 624168, 2012;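 active = activation of at least 8% versus controls, or a plate z-score of at least 8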;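 note: Pro5 are CHO cells carrying HIG-tagged alpha-DG that lacks glycosylation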
Exocytosis inh: LAMP-1 surface exposure blockers, TALL-104 cells – cell-based, flow cytometry, MLPCN library, primary screen; 360,000 tested, 0.66% active; inhibition, % at 10 µM; TALL-104 LAMP-1 surface exposure; cells stimulated with thapsigargin and PMA;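 active = inhibition above about 55%, limit read from the data; inconclusive = no clear call, values can overlap the other calls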
MC4R antagonist: MC4R antagonists of cAMP signaling, primary screen, cell-based, TR-FRET, antagonist arm of biased-ligand search | MC4R-expressing cells, MTII-stimulated cAMP, LANCE TR-FRET | inhibition, % at 6.5 µM | 360,000 tested, 0.48% active;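 active = inhibition above its plate's cutoff, the mean of tested wells on that plate plus 3 SD, cut at about 29% in these data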;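 note: 0% = Melanotan II alone and 100% = Melanotan II plus saturating MCL0020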
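System: U2OS cells stably expressing human melanocortin 4 receptor (MC4R). Reagent: Melanotan II challenge after compound preincubation. Doses: 6.5 µM. Times: 30-min compound, 1-h challenge, 1-h detection, room temperature. Measured by: TR-FRET with Eu-cAMP and labeled anti-cAMP, 671 nm. Replicates: singlicate.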
MC4R ag barr: MC4R agonists recruiting beta-arrestin, primary screen, cell-based, luminescence, agonist arm of biased-ligand search | Melanocortin receptor 4 (Homo sapiens), P32245 | activation, % at 8.9 µM | U2OS MC4R beta-arrestin complementation; percent of melanotan II response, DMSO zero | 360,000 tested, 0.98% active;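 active = activation above a per-plate cutoff, the mean activation of sample wells on that plate plus 3 SD, cut at about 8% in these data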
Starred values were filed as active, the others as inactive; ? = inconclusive; . = no result given; & = joins results of further samples. This is a subset, so the mix of outcomes need not match the whole.

TLR9-MyD88 inh	NOD2 RIPK2 PPI	Vif inh	N-glyco inh	ABCB6 inh 2	ABHD5-PLIN5 inh	aDG glyco act	Exocytosis inh	MC4R antagonist	MC4R ag barr	smiles
-4	-7	-7	5	97	2	0.3	-2	5	0.3	CCN(CC)S(=O)(=O)c1ccc(OC)c(NC(=O)c2cc([N+](=O)[O-])ccc2Cl)c1
-9	1	2	0	96	-5	-0.2	-2	0	1.7	CCOc1cc2[nH]c(=S)n(Cc3ccc(C)o3)c(=O)c2cc1OCC
0	3	0	0	102	1	0.2	-1	6	-0.8	Cc1ccc(NC(=O)c2ccc(-n3cncn3)c([N+](=O)[O-])c2)cc1
6	-6	-9	16	100	4	0.8	8	5	3.1	CC(C)c1ccc(OCc2ccc(C(=O)N3CCCC3)o2)cc1
-12	9	3	-2	98	7	-0.1	3	0	-1.2	CSc1ncccc1C(=O)OCC(=O)NC1CC1
-2	-9	-15	-2	91	-6	0.0	-2	1	-0.1	COCCn1c(=O)[nH]c2cc(C(=O)N3CCN(Cc4ccc5c(c4)OCO5)CC3)ccc2c1=O
3	-7	1	2	101	-10	0.2	-2	15	1.9	CCc1ccc(OCC(=O)NC(=S)Nc2ccc(C)cc2C)c(Br)c1
4	-14	9	-4	94	5	-0.1	-2	6	-1.0	O=C(NCc1ccccc1)C1CCC(CNS(=O)(=O)c2cccs2)CC1 (configuration not stated)
-1	2	-9	-3	91	4	-0.1	-8	0	1.5	CCOc1cc(C2NC(=O)NC(C)=C2C(=O)OCC2CCCCC2)ccc1O (configuration not stated)
-2	-6	-8	-1	103	-2	0.0	2	-1	1.0	O=C(Nc1ccon1)c1sc2ccccc2c1Cl
-11	-6	-1	-1	101	5	0.0	-10	13	0.8	CCC(C)(C)NC(=O)C(c1ccc(OC)cc1)N(C(=O)CCC(=O)Nc1cc(C)on1)c1ccc2c(c1)OCO2 (configuration not stated)
5	-3	7	0	96	1	0.2	1	14	-1.2	C=CCNC(=O)c1cc(C(=O)C(C)c2ncc(C(F)(F)F)cc2Cl)c[nH]1 (configuration not stated)
17&1	1&-11	3&-4	5&-1	99&101	-3&2	-0.1&-0.3	-6&0	3&10	-1.4&-1.2	CN1CCC[C@H]1c1cccnc1
-1	5	0	0	92	1	-0.1	2	6	-1.6	Cc1ccc(S(=O)(=O)N2C[C@H]3n4c(=O)ccc(=O)n4C[C@H](OC(=O)Nc4c(C)noc4C)[C@@]3(O)C2)cc1
6	-6	?	-6	100	0	0.0	-3	6	-2.5	Cc1nc(N2CCOCC2)c2cc(-c3ccccc3)sc2n1

Gathered by group, those above with a furan ring, fused or not (2)
TLR9-MyD88 inh	NOD2 RIPK2 PPI	Vif inh	N-glyco inh	ABCB6 inh 2	ABHD5-PLIN5 inh	aDG glyco act	Exocytosis inh	MC4R antagonist	MC4R ag barr	smiles
-9	1	2	0	96	-5	-0.2	-2	0	1.7	CCOc1cc2[nH]c(=S)n(Cc3ccc(C)o3)c(=O)c2cc1OCC
6	-6	-9	16	100	4	0.8	8	5	3.1	CC(C)c1ccc(OCc2ccc(C(=O)N3CCCC3)o2)cc1

(further entries)
TLR9-MyD88 inh	NOD2 RIPK2 PPI	Vif inh	N-glyco inh	ABCB6 inh 2	ABHD5-PLIN5 inh	aDG glyco act	Exocytosis inh	MC4R antagonist	MC4R ag barr	smiles
-3	1	-3	0	95	10	0.0	0	11	-0.2	COc1cc(C(=O)N/C(=C/c2ccc(F)cc2)C(=O)NC(C(=O)O)c2ccccc2)cc(OC)c1OC (configuration not stated)
-6	3	-10	22	103	-6	-0.2	-6	11	-1.6	CCOc1ccc(C(=O)COC(=O)Cc2n[nH]c(=O)c3ccccc23)cc1
2	-17	-8	-1	88	-1	0.0	1	-2	-0.4	Cc1nc2ccccc2c(=O)n1NC(=O)C1CCC(C(C)(C)C)CC1 (configuration not stated)
6	-5	-7	1	105	-1	0.0	2	2	-0.9	CC(C(=O)N1CCOCC1)N1C(=O)c2ccccc2C1=O (configuration not stated)
-17	-3	0	-11	108	0	-0.1	2	2	1.8	CSc1c(CC(=O)Nc2ccccc2)n(C)c2ccccc12
-19	8	-5	-3	104	-4	0.6	-2	14	5.2	Cc1cc(C)c(CN2CCC(n3nccc3NC(=O)c3ccccc3Cl)CC2)cc1C
-9	-5	5	1	92	-2	0.1	0	-1	-2.9	Cc1csc2nc(=O)c3ccccc3n12
-5	3	0	-3	97	11	-0.1	1	-6	1.1	O=C(/C=C/c1ccccc1)N/C(=C/c1ccccc1)C(=O)N1CCOCC1
2	0	3	3	99	-6	0.2	-2	6	0.7	CCc1ccccc1NC(=O)C1CCCN(S(=O)(=O)c2c(C)noc2C)C1 (configuration not stated)
-9	-3	.	.	97	-8	0.4	2	3	0.5	COc1cc(/C=C(\C#N)C(=O)Nc2ccccc2F)ccc1OCCN1CCOCC1
-7	-1	-10	-5	89	0	10*	14	-4	-2.1	O=C(NCCc1cn2ccccc2n1)c1cc(COc2ccc3ncccc3c2)on1
-8	-6	0	0	95	1	0.2	23	12	-3.7	O=C(NC1CCS(=O)(=O)C1)c1cccc(S(=O)(=O)N2CCCCCC2)c1 (configuration not stated)
11	-7	10	0	91	2	0.1	-2	-7	2.1	OC1(c2ccccc2Cl)NN=C2CCCCCN21 (configuration not stated)
5	-11	-18	2	100	4	0.0	4	2	-1.8	Cc1nn(C)c(C)c1NC(=O)c1ccccc1NC(=O)Nc1ccccc1
2	10	-5	-1	92	4	-0.2	6	16	-1.5	CN(C(=O)c1cc([N+](=O)[O-])ccc1NCc1cccnc1)c1ccccc1
-9	-14	-1	-1	102	6	-0.2	-1	7	2.6	O=S(=O)(Nc1ccc2c(c1)OCO2)c1cccc(Br)c1
1	-4	2	0	103	6	0.3	13	3	0.4	CCOc1ccc(S(=O)(=O)Nc2cc(NS(=O)(=O)c3ccc(OCC)cc3)cc(C(=O)O)c2)cc1
-5	-1	13	-4	105	-6	0.2	5	15	35*	COc1cccc(/C=C2\SC(=S)N(CCC(=O)NCCc3ccc(O)cc3)C2=O)c1
-9	1	1	-1	97	2	-0.1	-5	4	-0.1	Cc1ccnc(NS(=O)(=O)c2ccc(NS(C)(=O)=O)cc2)n1
3	-4	-2	0	100	1	0.4	6	2	-1.4	O=C(C1CCC(C(=O)N2CCc3ccccc32)CC1)N1CCc2ccccc21 (configuration not stated)
-5	-7	-30	0	96	-9	-0.2	0	-6	-2.1	C=CCOc1ccc(/C=N/NC(=O)C(C)Sc2ccccn2)cc1OCC (configuration not stated)
-7	-6	13	2	93	-4	0.4	-1	4	0.0	CCn1cc(C(=O)OCC(=O)Nc2ccc(S(=O)(=O)N3CCCC3)cc2)c(=O)c2ccc(C)nc21
-1	11	?	-1	92	1	0.6	-1	3	0.4	O=C(c1ccccc1Cl)N1CCc2ccccc2C1
-5	2	-3	-1	97	-3	0.0	-3	16	0.6	CN(c1ccccc1)S(=O)(=O)c1cc(Cl)ccc1Cl
1	-15	5	-1	94	4	0.0	-3	2	-0.1	O=C(N/N=C/c1cccnc1)c1cccc(N2CCCC2=O)c1
0	3	-3	-1	99	-8	-0.2	-12	15	-0.8	CCN(C(=O)CSc1ccc(S(=O)(=O)N2CCOCC2)cn1)c1ccccc1
3	-2	9	0	91	-1	-0.1	-2	-1	-2.4	O=C(c1ccccc1)c1cn[nH]c1-c1ccccc1O
-11	5	5	-6	99	11	0.3	-3	23	0.1	Cc1[nH]nc2c1C(c1cc(Br)cs1)C(C#N)=C(N)O2 (configuration not stated)
.	-2	.	.	118	-8	2.9	46	.	.	CCCCCc1c(-c2ccccc2F)ncn1CCc1ccccc1OC
-8	-3	2	-13	86	-7	8.7*	-3	7	-1.2	c1ccc(CCNc2ncnc3ccccc23)cc1
0	2	-1	-3	99	-3	0.0	1	22	0.7	Cc1ccc(C(C(=O)NC2CCCC2)N(Cc2ccc3c(c2)OCO3)C(=O)c2snc(C(N)=O)c2N)cc1 (configuration not stated)
2	-4	-11	-7	117	-1	0.1	11	8	-0.5	CC(C)C(c1nnnn1Cc1ccccc1)N(Cc1ccco1)Cc1cccs1 (configuration not stated)
1	-6	7	1	98	-3	-0.4	-4	0	-2.1	O=C(Cc1cccs1)N1CCN(C(=O)C2CCCO2)CC1 (configuration not stated)
0	-2	-4	-6	97	2	0.6	12	9	-1.6	COc1ccc(N(C)S(=O)(=O)c2cccc(C(=O)NCC3CCCCC3)c2)cc1
-5	-12	4	1	100	-9	-0.1	3	-1	1.4	CCOC(=O)CCc1c(C)nc2cc(-c3ccc(F)cc3)[nH]n2c1=O
.	7	.	.	95	7	0.3	2	.	.	O=C1NC[C@@H](CCCCN2C[C@H](Cc3ccccc3)N(Cc3ccccc3)C(=O)C2=O)N(CC2CCCCC2)C1=O
3	-3	-3	1	91	3	0.1	-1	8	-1.9	Cc1ccccc1C(=O)N/N=C1/SCC(=O)N1Cc1ccccc1
-1	-10	5	1	100	-5	0.4	2	-4	-1.2	C=CCOc1ccc2c(CC)cc(=O)oc2c1C
.	-6	12	1	95	9	-0.1	2	-1	0.1	CCCS(=O)(=O)NC(=O)C1(C)CCCN(C(=O)c2ccncc2)C1 (configuration not stated)
-16	-15	7	-1	94	-6	0.0	-6	-8	0.1	Cc1oc2cc3oc(=O)c(CCC(=O)NCCCC(=O)O)c(C)c3cc2c1C
-2	-9	-1	-1	97	2	-0.1	-7	-1	-0.1	Cc1ccccc1OCCCN1CCOCC1
0	-16	-4	3	110	-3	0.3	0	-1	-1.9	Oc1ccc(Nc2ncnc3c2oc2ccccc23)cc1
-9	0	-4	14	99	-8	0.0	22	5	-1.0	Cc1ccc(C(C(=O)NCC2CCCO2)N(C(=O)c2snc(C(N)=O)c2N)c2ccc(C)c(C)c2)o1 (configuration not stated)
0	7	-3	3	112	0	-0.4	-2	7	-2.2	O=C(OCCCCN1C(=O)c2ccccc2C1=O)c1ccc(S(=O)(=O)N2CCCC2)cc1
-12	1	0	1	99	-12	0.0	3	3	2.6	COc1ccc(NC(=O)CCc2nc(-c3ccc(C)cc3)no2)c(OC)c1
5	-4	-4	2	100	-8	-0.3	0	-2	-2.9	COC(=O)c1sc2ccccc2c1-n1cccc1C(=O)C(=O)Nc1ccc(F)cc1
-12	5	-3	-1	101	-1	0.2	5	17	1.0	O=C(O)c1ccc(O)c(O)c1
